SENP7 inh = blocks the human protease SENP7. inhibition, % at 5 µM. AID 434973. Q9BQF6. 330,000 compounds, 1.5% hits. recombinant SENP7, Z-RLRGG-aminoluciferin luminescence, 40 min;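 active means inhibition above about 50% at the single test dose, limit read from the data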;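 further: plate controls were DMSO with enzyme for no effect and no enzyme buffer wells for full effect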
Target sequence (Q9BQF6 706-1050 limits assumed): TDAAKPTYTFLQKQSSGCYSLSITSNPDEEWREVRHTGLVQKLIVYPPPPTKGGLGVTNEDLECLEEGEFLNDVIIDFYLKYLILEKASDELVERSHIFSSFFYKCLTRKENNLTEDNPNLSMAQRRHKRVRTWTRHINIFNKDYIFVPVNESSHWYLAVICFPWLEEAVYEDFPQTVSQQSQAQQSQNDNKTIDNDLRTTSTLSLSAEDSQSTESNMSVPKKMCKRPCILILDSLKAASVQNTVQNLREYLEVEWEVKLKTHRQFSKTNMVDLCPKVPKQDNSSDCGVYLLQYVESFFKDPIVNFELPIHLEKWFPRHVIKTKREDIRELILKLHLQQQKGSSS
PfGluPho inh = PfG6PD (Plasmodium falciparum) enzyme inhibition; 350,000 compounds, 0.78% hits; AID 504690; PfGluPho enzyme, NADPH resazurin-diaphorase fluorescence; inhibition, % at 20 µM;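 active means inhibition reaching at least a set limit at 20 µM in the primary screen, cut at about 59% in these data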;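 further: 0% = DMSO wells with substrate and 100% = DMSO wells lacking glucose-6-phosphate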
SENP8 block = inhibitors of human SENP8 protease; Q96LD8; recombinant SENP8, Nedd8 substrate fluorescence; inhibition, % at 20 µM; 360,000 compounds, 0.64% hits; in the data active means inhibition mostly above about 40%, no sharp cut-off; inactive means mostly below about 27%
Target sequence (Q96LD8 whole entry, looked up): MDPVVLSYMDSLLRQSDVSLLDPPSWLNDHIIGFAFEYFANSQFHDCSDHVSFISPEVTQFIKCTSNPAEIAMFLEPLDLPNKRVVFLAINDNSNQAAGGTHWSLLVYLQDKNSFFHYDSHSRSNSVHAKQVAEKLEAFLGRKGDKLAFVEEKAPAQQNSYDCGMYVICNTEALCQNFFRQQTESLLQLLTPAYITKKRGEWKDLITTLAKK
SENP6 inh = blocks the human protease SENP6 | inhibition, % at 10 µM | Q9GZR1 | 330,000 compounds, 1.8% hits | Recombinant SENP6 catalytic domain, aminoluciferin luminescence | AID 2599;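 active means inhibition above about 50% at the single tested dose, limit read from the data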;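 further: plate controls were DMSO wells with enzyme for no effect and DMSO wells lacking enzyme for full effect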
ATG4B inhibitor = ATG4B (human) cysteine protease inhibition. Q9Y4P1. ATG4B cleavage of LC3-PLA2, NBD-HPC fluorescence, 1 h. inhibition, % at 8.33 µM. 340,000 compounds, 0.51% hits. AID 504462; in the data active means inhibition above about 40%
Target sequence (Q9Y4P1 whole entry, looked up): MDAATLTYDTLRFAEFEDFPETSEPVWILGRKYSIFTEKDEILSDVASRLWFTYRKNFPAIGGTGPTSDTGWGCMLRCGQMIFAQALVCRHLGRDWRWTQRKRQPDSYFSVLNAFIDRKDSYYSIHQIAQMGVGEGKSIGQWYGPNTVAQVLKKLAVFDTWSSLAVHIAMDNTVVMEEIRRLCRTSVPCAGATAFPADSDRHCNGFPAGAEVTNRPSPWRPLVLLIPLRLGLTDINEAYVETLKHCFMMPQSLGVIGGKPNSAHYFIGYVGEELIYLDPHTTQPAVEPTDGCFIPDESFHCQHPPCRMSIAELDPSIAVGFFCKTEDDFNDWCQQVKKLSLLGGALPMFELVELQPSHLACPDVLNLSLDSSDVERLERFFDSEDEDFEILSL
GRIN3A LBD mod = modulates the human NR3A ligand-binding domain. NR3A LBD differential scanning fluorimetry, Tm shift; 0% = protein alone, 100% = glycine-bound protein. Tm shift relative to glycine control, % at 25 µM. 340,000 compounds, 2.5% hits;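 active means melting temperature shift of at least 10% of the positive control shift, at one fixed dose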
HKDC1 inhibitor = HKDC1 (human) hexokinase inhibition. 340,000 compounds, 0.16% hits. AID 493160. Q2TB90. inhibition, % at 20 µM. recombinant HKDC1, G6PDH/diaphorase resazurin coupled fluorescence;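 active means inhibition above about 35% when tested at 20 µM, limit read from the data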;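 further: plate controls were DMSO wells with enzyme for no effect and DMSO wells lacking enzyme for full effect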
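Assay system – recombinant HKDC1 (HK5) hexokinase enzyme, produced in-house · Input – HKDC1 at 5 µg/mL · Reagent – glucose plus 1 mM ATP as hexokinase substrates · Timing – 90 min reaction incubation at room temperature, dark · Measured by – G6PDH/diaphorase-coupled fluorescence, 1 mM NADP, 100 µM resazurin, 525/613 nm · Benchmarks – DMSO-enzyme wells negative, buffer-substituted wells positive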
MPTP inh = blocks calcium-induced mitochondrial swelling; isolated mouse mitochondria, Ca2+ swelling absorbance, 30 min; inhibition, % at 10 µM; 360,000 compounds, 1.4% hits; AID 602449;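 active means inhibition of 50% or more, scaled per plate between neutral and stimulator controls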;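 further: 0% = DMSO wells given calcium and 100% = 1 mM EGTA wells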
* hit, by the source's call; x = no result given.

SMILES	SENP7 inh	PfGluPho inh	SENP8 block	SENP6 inh	ATG4B inhibitor	GRIN3A LBD mod	HKDC1 inhibitor	MPTP inh
N#CC1(C#N)C(c2ccccc2)OC23CCCCC2C1(C#N)C(=N)O3 (stereo unspecified)	-4	3	-290	-6	-3	-1	-6	-1.3
Cc1ccc(C(=O)COC(=O)CCCC(=O)NC2CCCCC2)cc1[N+](=O)[O-]	9	-9	20	5	-7	-8	-3	1.6
O=C(NCCc1nccs1)C1CCC(=O)N(CCc2ccc(Cl)cc2)C1 (stereo unspecified)	6	4	15	1	-3	1	-3	2.0
O=c1c(-c2ccccc2)nc(-c2ccccc2)cn1O	2	-2	-25	20	-2	0	-3	-1.8
COc1ccccc1NC(=O)c1cccc(S(=O)(=O)N2CCOCC2)c1	-4	-12	30	-7	5	4	3	-1.8
O=C(CSc1ncn[nH]1)NCCC(c1ccccc1)c1ccccc1	1	-2	22	-22	-7	-4	-4	0.6
O=C(NCCCc1ccncc1)C1CCC(=O)N(Cc2ccc(Cl)cc2)C1 (stereo unspecified)	13	-8	-6	-5	1	0	4	-0.5
CCOC(=O)CSc1nc(-c2ccccc2)nc2ccccc12	1	12	5	10	-2	0	2	1.7
N#CCCN1CCN(S(=O)(=O)c2ccc(S(=O)(=O)N3CCCC3)cc2)CC1	0	11	4	0	-6	-1	-9	-1.4
CC1(C)CC(=O)C=C(NCCc2c[nH]c3ccccc23)C1	-8	-6	5	-1	7	2	-2	2.3
Cc1cc(NC(=O)c2noc3c2CCc2ccccc2-3)no1	-2	-3	8	-29	-6	0	8	0.2
COc1ccc(/C=N\NC(=O)COc2ccc(Cl)cc2Cl)c(C(=O)O)c1OC	2	-30	-3	3	2	-1	-6	6.8
COCCC(=O)Nc1ccc2c(c1)CN(C(=O)CSC)CC2	6	-10	21	-3	-6	2	0	0.7
CCC(C)(C)NC(=O)c1sccc1Oc1ccc(F)cc1[N+](=O)[O-]	4	3	2	15	-2	0	12	0.4
CCNc1nc2c(c(=O)[nH]c(=O)n2C)n1Cc1ccc(F)cc1	1	6	20	4	-13	0	-3	-1.5
CC(=O)Nc1ccc(S(=O)(=O)NCCC(=O)Nc2cc(C)ccn2)cc1	3	-8	8	-14	4	1	-10	0.4
CCn1c(SC)nc(O)c(C(c2ccc(OC)c(O)c2)c2c(O)nc(SC)n(CC)c2=O)c1=O	7	1	x	-6	-8	-2	-1	x
Cc1cccc(-c2nc3cc([N+](=O)[O-])ccc3o2)c1	82*	10	16	21	-2	1	-2	-1.3
O=C(NC1CCCC1)c1nc2c(nnn2Cc2cccc(Cl)c2)c(=O)[nH]1	2	2	3	14	6	0	-11	-1.1
CC(/C=C/c1ccc2c(c1)OCO2)=N/NC(=O)c1ccncc1	1	2	22	-13	-8	0	-2	0.9
COCCOC(=O)C1=C(C)N(c2ccccc2)C(=S)NC1c1ccccc1C(F)(F)F (stereo unspecified)	1	-10	12	-33	-5	1	-1	-0.3
Cc1cc(C)nc(/N=C(\N)Nc2ccc3c(c2)OCCO3)n1	-15	-4	12	5	-3	3	-1	1.4
Brc1ccc(-c2cnc3n2CCCC3)cc1	-7	6	6	-22	-3	-1	-2	2.6
Cc1nc2c(-c3ccccc3)c(C)nn2c(C)c1CC(=O)O	10	-32	-22	-7	-4	4	-2	-0.8

Only SENP6 inh, SENP8 block and SENP7 inh (four entries from above):
SMILES | SENP6 inh | SENP8 block | SENP7 inh
COCCOC(=O)C1=C(C)N(c2ccccc2)C(=S)NC1c1ccccc1C(F)(F)F (stereo unspecified) | -33 | 12 | 1
Cc1cc(C)nc(/N=C(\N)Nc2ccc3c(c2)OCCO3)n1 | 5 | 12 | -15
Brc1ccc(-c2cnc3n2CCCC3)cc1 | -22 | 6 | -7
Cc1nc2c(-c3ccccc3)c(C)nn2c(C)c1CC(=O)O | -7 | -22 | 10

Remaining list, next part
SMILES	SENP7 inh	PfGluPho inh	SENP8 block	SENP6 inh	ATG4B inhibitor	GRIN3A LBD mod	HKDC1 inhibitor	MPTP inh
CCc1ccc(C(=O)COC(=O)c2ccc(Cl)nc2)cc1	-6	12	3	-15	16	0	-10	-0.3
COc1cc(C(O)P(=O)(OC(C)C)c2ccc(N(C)C)cc2)cc(OC)c1OC (stereo unspecified)	-4	-3	8	-5	-7	2	1	0.1
Cc1ccc(-c2c3c(=O)n(C)c(=O)n(C)c3cn2N2CCOCC2)cc1	-1	7	-112	-15	1	2	5	-2.1
CCc1ccc2[nH]c(=O)c(C(c3nnnn3Cc3ccc(OC)cc3)N3CCOCC3)cc2c1 (stereo unspecified)	0	-14	-49	16	-1	0	-3	-2.0
OC1(c2ccc3ccccc3c2)CCN(Cc2ccccc2)C1 (stereo unspecified)	8	7	31	-3	-7	1	-3	55*
CCOC(=O)C1=C(C)NC(=O)NC1c1ccc(N(CC)CC)cc1 (stereo unspecified)	2	6	-7	-5	-11	-1	-5	-0.6
Cc1ccc(-c2nnc(SCC(=O)N3CCOCC3)nc2-c2ccc(C)cc2)cc1	-9	-4	18	-6	-2	-2	-5	3.3
CC(C)n1c(CN(C)c2ccccc2)nc2ccccc21	15	-17	5	-22	4	1	-5	-0.3
CN(C)CC1CCCCC1OC(=O)c1ccc(S(=O)(=O)N(C)c2ccccc2)cc1 (stereo unspecified)	-2	-16	17	17	7	-5	-2	81*
O=C(c1ccc(F)cc1)C1CCN(Cc2cn[nH]c2-c2ccccc2)CC1	4	3	24	-8	5	0	-6	2.9
Cc1cc(C)cc(NC(=O)C(=O)NCCCN2CCCC2=O)c1	2	1	3	1	-7	0	3	-0.2
O=C1Nc2c(c(=O)[nH]c(=O)n2-c2ccccc2)C1(Nc1ncccn1)C(F)(F)F (stereo unspecified)	-15	-12	10	-2	10	0	2	0.5

Some of these compounds in order of their number in HKDC1 inhibitor, rising.
SMILES,SENP7 inh,PfGluPho inh,SENP6 inh,ATG4B inhibitor,GRIN3A LBD mod,HKDC1 inhibitor,MPTP inh
CCOC(=O)C1=C(C)NC(=O)NC1c1ccc(N(CC)CC)cc1 (stereo unspecified),2,6,-5,-11,-1,-5,-0.6
O=C1Nc2c(c(=O)[nH]c(=O)n2-c2ccccc2)C1(Nc1ncccn1)C(F)(F)F (stereo unspecified),-15,-12,-2,10,0,2,0.5
Cc1ccc(-c2c3c(=O)n(C)c(=O)n(C)c3cn2N2CCOCC2)cc1,-1,7,-15,1,2,5,-2.1

New compounds follow:
SMILES	SENP7 inh	PfGluPho inh	SENP8 block	SENP6 inh	ATG4B inhibitor	GRIN3A LBD mod	HKDC1 inhibitor	MPTP inh
Cc1ccc(S(=O)(=O)N2CCCC(C(=O)Nc3ccc(NC(=O)c4ccccn4)cc3)C2)cc1 (stereo unspecified)	0	-11	4	9	-4	-6	2	0.6
CC(C)(C)c1ccc(C(=O)N2CCNC(=O)C2CC(=O)Nc2ccc(F)cc2)cc1 (stereo unspecified)	-8	-11	8	-13	0	0	1	-0.7
CCC(C)NC(=O)c1ccc(-n2c(=S)[nH]c3ccccc3c2=O)cc1 (stereo unspecified)	3	7	16	3	-1	-1	-3	2.1
O=C(Nc1nnc(SCc2ccccc2)s1)c1ccco1	11	-18	-86	63*	-11	5	0	4.4
CCSc1nc(-c2ccc(OC)cc2)ccc1C#N	-12	34	-335	-11	-6	-8	3	1.8
O=C(c1ccco1)n1nc(NCc2ccccc2)nc1NCc1ccccc1	3	14	26	-6	27	-1	-5	-2.6
CCn1cc(CN2CCCC(CNC(=O)COc3ccccc3OC)C2)c(C)n1 (stereo unspecified)	2	3	8	-4	2	-421	-3	0.3
Cc1ccc(Cn2c(Sc3nccc(C)n3)nc3c2c(=O)[nH]c(=O)n3C)cc1	5	-7	19	-3	-9	-1	1	-0.1
CCOC(=O)C1CCC(CNCc2ccc(Cl)cc2)CC1 (stereo unspecified)	-2	5	-2	-1	-1	-2	-9	-0.4
Cc1cccc(-n2ncc3c(NCc4ccc5c(c4)OCO5)ncnc32)c1	2	22	2	-5	-1	1	3	3.9
CCOc1ccc(/C(O)=C2/C(=O)C(=O)N(CCN(CC)CC)C2c2cccs2)cc1 (stereo unspecified)	-12	-12	24	-14	-4	-1	-1	1.5
O=C1CC(N2CCCCCC2)C(=O)N1c1ccc(F)cc1 (stereo unspecified)	-11	14	10	2	-1	-1	-11	-0.2

As a short view, some entries already given:
SMILES	SENP7 inh	PfGluPho inh	SENP8 block	SENP6 inh	ATG4B inhibitor	GRIN3A LBD mod	HKDC1 inhibitor	MPTP inh
Cc1ccc(S(=O)(=O)N2CCCC(C(=O)Nc3ccc(NC(=O)c4ccccn4)cc3)C2)cc1 (stereo unspecified)	0	-11	4	9	-4	-6	2	0.6
CC(C)(C)c1ccc(C(=O)N2CCNC(=O)C2CC(=O)Nc2ccc(F)cc2)cc1 (stereo unspecified)	-8	-11	8	-13	0	0	1	-0.7
CCC(C)NC(=O)c1ccc(-n2c(=S)[nH]c3ccccc3c2=O)cc1 (stereo unspecified)	3	7	16	3	-1	-1	-3	2.1
O=C(Nc1nnc(SCc2ccccc2)s1)c1ccco1	11	-18	-86	63*	-11	5	0	4.4
CCSc1nc(-c2ccc(OC)cc2)ccc1C#N	-12	34	-335	-11	-6	-8	3	1.8
O=C(c1ccco1)n1nc(NCc2ccccc2)nc1NCc1ccccc1	3	14	26	-6	27	-1	-5	-2.6

Next structures follow.
SMILES	SENP7 inh	PfGluPho inh	SENP8 block	SENP6 inh	ATG4B inhibitor	GRIN3A LBD mod	HKDC1 inhibitor	MPTP inh
CC(=O)N(c1ccccc1)c1nc(/C=C/C(=O)O)cs1	-8	-11	4	-1	-3	-2	-4	-1.3
Cc1ccc(-c2cc(-c3ccccc3)no2)cc1	98*	6	12	97*	8	1	-8	1.2
CC(C)CN(C(=O)CSc1nnc2ccccn12)c1c(N)n(CC(C)C)c(=O)[nH]c1=O	-1	-8	-11	-8	-2	-2	-7	1.0
COC(=O)C1=C(C)Nc2nc(SCc3ccccc3)[nH]c(=O)c2C1c1cccs1 (stereo unspecified)	2	-27	-3	0	53*	-6	-5	0.2
CC1CC(C)CN(C(=O)COC(=O)Cc2ccc(Br)cc2)C1 (stereo unspecified)	2	-3	14	-4	3	1	-3	0.4
O=C(NCc1ccon1)C1CCC(=O)N(CCc2cccc(F)c2)C1 (stereo unspecified)	-5	1	-4	-22	2	0	-4	-0.4
O=C(NC(c1ccccc1)c1ccccc1)c1ccc(Br)o1	1	-3	20	2	-1	0	3	-0.1
CCOc1cccc(CN2CCC(n3nccc3NC(=O)CCCc3ccccc3)CC2)c1	-15	3	5	-7	-6	1	-2	0.5
CCOc1ccc(C2/C(=C(\O)c3ccc4c(c3)OCCO4)C(=O)C(=O)N2CCN2CCOCC2)cc1OC (stereo unspecified)	4	-11	8	3	6	-2	-8	1.1
CC(C)N(Cc1nccn1C)C(=O)c1ccc2oc(Cc3ccccc3)nc2c1	3	-8	6	7	2	0	-7	2.6
C=CCNC(=O)C(=O)NCC(c1ccc2c(c1)OCO2)N1CCOCC1 (stereo unspecified)	13	1	6	5	-2	-1	-5	-2.8
COc1ccc(C(=O)NNC(=O)C(NC(=O)c2ccccc2NC(=O)c2ccco2)C(C)C)cc1 (stereo unspecified)	3	-10	-50	5	1	0	14	1.6
COc1c(C)cc(S(=O)(=O)NCc2ccco2)c(C)c1C	4	5	2	-5	-3	0	-4	1.5

The order is random; overall some 6.9% were active at least once.
